MLL CXXC-DNA inh: MLL CXXC-DNA interaction inhibition; MLL-CXXC / FITC-HOXA9 DNA fluorescence polarization; Potency, µM (series often up to 115 µM), without a hit: top-dose activity change, negative = inhibition, usual class: inhibitors; 290,000 tested, 0.037% active; active = well fitted inhibition curve with a large enough effect in the polarisation, with a control signal flat, not every such curve was filed as active; inconclusive = small, poorly fitted or top-dose-only effect, or effect the other way, or a change in a side signal; inactive = no such curve, though single readings can be large or run the other way; the % refers to the polarisation
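Fluorescence polarization: 7 uM MLL-CXXC (stock) preincubated 5 min with compounds, then 50 nM fluorescein-HOX-A9 DNA (stock) added; 30 min ambient. Buffer 50 mM Tris-HCl pH 7.5, 50 mM NaCl, 1 mM DTT, 0.05% BSA.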
MBNL1 CUG block: inhibitors of human MBNL1 binding to CUG repeat RNA | Q9NR56 | TR-FRET MBNL1-His/biotin-(CUG)12 binding, 665/545 ratio | Potency, µM (series often up to 57.5 µM), for the others: top-dose activity change, negative = inhibition, hits mostly inhibitors | 280,000 tested, 0.036% active | AID 2675; active = well fitted inhibition curve with a large enough effect in the signal ratio, with a control signal flat, not every such curve was filed as active; inconclusive = small, poorly fitted or top-dose-only effect, or effect the other way, or a change in a side signal; inactive = no such curve, though single readings can be large or run the other way; the % refers to the signal ratio; note: % is set by controls: 0 for no effect and ±100 for the full control effect
Target sequence (Q9NR56 whole entry, looked up): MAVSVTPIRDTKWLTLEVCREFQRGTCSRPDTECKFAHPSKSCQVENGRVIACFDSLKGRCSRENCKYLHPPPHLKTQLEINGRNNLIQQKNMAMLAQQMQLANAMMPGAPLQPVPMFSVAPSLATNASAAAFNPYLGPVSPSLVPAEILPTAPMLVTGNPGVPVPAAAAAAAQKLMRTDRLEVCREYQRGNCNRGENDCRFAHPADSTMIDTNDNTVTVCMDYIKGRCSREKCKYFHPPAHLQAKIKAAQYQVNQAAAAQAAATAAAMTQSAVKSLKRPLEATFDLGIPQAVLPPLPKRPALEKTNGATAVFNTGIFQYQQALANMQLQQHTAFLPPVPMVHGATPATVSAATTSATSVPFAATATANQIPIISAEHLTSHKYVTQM
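MBNL1-His + Biotin-(CUG)12, cpd titration 92 nM–58 uM; Tb anti-His Ab 0.055 ng/ul, SA-XL665 5 nM (final); 60 min RT; ratiometric 665/545 nm, Ex 340 nm; normalized to buffer and full-complex controls.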
NPC1 prom act: NPC1 promoter activation | Huh7 NPC1 promoter luciferase reporter, 24 h | Potency, µM (top dose mostly 9.22 µM), inactives show at the top dose activation, hits mostly activators | 320,000 tested, 2.4% active | AID 485313;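 note: % of control where 0% means no effect; nearly all actives have a fitted effect of over 60% in size; reporter is driven by a mutant NPC1 promoter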
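Readout is luciferase luminescence, reflecting NPC1 promoter activation in stably transfected Huh7 cells after 24 h compound exposure at 37 °C in reduced-serum medium with 10% FBS.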
VP16 counter: inhibits Gal4-VP16 luciferase reporter, ROR gamma counter-screen. 310,000 tested, 3.5% active. Potency, µM (series often up to 53.6 µM), for inactives: at the top dose activity, negative = inhibition, most hits filed as inhibitors. Drosophila S2 Gal4-VP16 UAS-luciferase, luminescence, 20 h;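 note: Gal4-VP16 expression switched on by copper sulfate through the metallothionein promoter; % is set by controls: 0 for no effect and ±100 for the full control effect; nearly all actives have a fitted effect of over 50% in size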
RORgamma inh: ROR gamma (mouse) transcription inhibition; P51450; Drosophila S2 Gal4-RORgamma UAS-luciferase reporter, 20 h; Potency, µM (top dose mostly 53.6 µM), without a hit: at the top dose activity change, negative = inhibition, actives largely listed as inhibitors; 310,000 tested, 5.4% active; AID 2551; note: % is set by controls: 0 for no effect and ±100 for the full control effect; nearly all actives have a fitted effect of over 60% in size
Target sequence (P51450 whole entry, looked up, the tested form may be a part): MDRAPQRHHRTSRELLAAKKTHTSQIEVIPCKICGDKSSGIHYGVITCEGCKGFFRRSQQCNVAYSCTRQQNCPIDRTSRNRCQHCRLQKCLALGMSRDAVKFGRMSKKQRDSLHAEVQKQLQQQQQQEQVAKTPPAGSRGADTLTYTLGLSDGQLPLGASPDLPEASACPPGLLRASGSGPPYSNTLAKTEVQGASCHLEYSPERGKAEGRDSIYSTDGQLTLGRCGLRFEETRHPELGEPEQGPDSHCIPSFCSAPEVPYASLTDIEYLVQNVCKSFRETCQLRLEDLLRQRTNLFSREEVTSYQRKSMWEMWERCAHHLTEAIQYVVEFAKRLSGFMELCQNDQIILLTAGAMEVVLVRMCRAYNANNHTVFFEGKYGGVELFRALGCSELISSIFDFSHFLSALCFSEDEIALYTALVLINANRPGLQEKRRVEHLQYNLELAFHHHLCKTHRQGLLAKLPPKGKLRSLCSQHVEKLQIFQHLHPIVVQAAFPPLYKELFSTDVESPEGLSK
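Compounds are pin-transferred onto Drosophila Schneider cells expressing a copper-inducible Gal4–ROR gamma transactivation domain fusion. After 1 hr, copper sulfate is added to 700 uM final; luciferase is read 20 hr later.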
FLuc counter: counter-screen for miR-21 project: firefly luciferase inhibitors or activators | P08659 | purified FLuc, Km substrates, luminescence inhibition | Potency, µM (top dose mostly 57.5 µM), for inactives: top-dose activity change, negative = inhibition, hits mostly inhibitors | 360,000 tested, 6.9% active | AID 588342;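 note: plate controls were vehicle for no effect and reference inhibitor for full effect; nearly all actives have a fitted effect of over 55% in size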
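Biochemical qHTS of compounds, final roughly 60 µM downward over six points, against 10 nM purified firefly luciferase using Km concentrations of substrates (10 uM D-luciferin, 10 uM ATP) in Tris acetate pH 7.5 buffer; luminescence output.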
BRCA1 expr up: BRCA1 expression activation | MCF7-BRCA1-FFLuc reporter, luminescence, 48 h; response scale: scaled: vehicle 0%, 10 µM genistein 100% | Potency, µM (doses to about 46.1 µM), for the others: top-dose activation, actives largely listed as activators | 380,000 tested, 1.1% active; note: nearly all actives have a fitted effect of over 80% in size; some results filed as inactive show a strong effect at the top dose
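Luminescence from a BRCA1-driven firefly luciferase in MCF7 cells was the read-out, taken 15 min after substrate addition following 48 h compound exposure at 37 °C. Data were normalized to a 10 microM genistein control and DMSO vehicle.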
Rab9 promoter act: activators of Rab9 promoter; Huh7 Rab9 promoter-luciferase reporter, luminescence, 24 h; Potency, µM (highest dose often 9.22 µM), for inactives: at the highest dose activation, negative = inhibition, hits mostly activators; 320,000 tested, 2.8% active; AID 485297; note: % of control where 0% means no effect; nearly all actives have a fitted effect of over 60% in size
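Huh7 cells stably carrying a Rab9 promoter-luciferase reporter, 1500 cells per well in OP-MEM I with 10% FBS, treated with compound 24 hours at 37C. Luciferase activity read by luminescence after 10 minutes with Amplite reagent.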
ELG1 genotoxic: induces genotoxicity in HEK293T cells with luciferase-tagged ELG1; Potency, µM (top dose mostly 46 µM), for the others: at the highest dose activity change, positive = activation, usual class: activators; 330,000 tested, 1.3% active; HEK293T ELG1-luciferase reporter, luminescence, 16 h; AID 504466; note: % of control where 0% means no effect; nearly all actives have a fitted effect of over 60% in size
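HEK293T cells expressing luciferase-tagged ELG1 were exposed to compound or DMSO vehicle for 16 hr at 37 °C and 5% CO2. Luciferase activity was then measured with ONE-Glo after 30 min at room temperature.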
p53 reactivation: mutant p53 re-activation in reporter cells. H1299 p53-A138V BP100-luciferase reporter, luminescence, 24 h. Potency, µM (top dose mostly 92.2 µM), without a hit: top-dose activity change, positive = activation, hits mostly activators. 320,000 tested, 0.063% active. AID 504706; note: % of control where 0% means no effect; nearly all actives have a fitted effect of over 45% in size
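p53-null H1299 cells stably carrying temperature-sensitive p53-A138V and a BP100-luciferase reporter were pinned with compounds (4-point, 1:5 series) and held 24 hrs at 37 deg C. Luminescence was read 10 min after detection reagent.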
uPA surface inh: inhibitors of cell surface uPA generation. Potency, µM (titrated, usually from 38.3 µM), without a hit: top-dose activity change, negative = inhibition, hits mostly inhibitors. 330,000 tested, 0.31% active. cell surface uPA generation assay, qHTS; active = well fitted inhibition curve with a large enough effect; inconclusive = small, poorly fitted or top-dose-only effect; inactive = no such curve, though single readings can be large or run the other way; tested in mouse RAW 264.7 cells; note: % is set by controls: 0 for no effect and ±100 for the full control effect; nearly all actives have a fitted effect of over 55% in size
An asterisk follows results filed as active; ? = inconclusive; . = not tested or not shown; & = joins results of further samples; [ ] = dose if it differs, or a comment. Unless noted, calls come from the whole dose curve; as a rule, active = well fitted curve in the direction sought with a large enough effect; inconclusive = small, poorly fitted or top-dose-only effect, or another doubt; inactive = no such curve, though single readings can be large; an effect the other way counts as inactive or inconclusive. Potency is the fitted concentration of half-maximal effect. The list is partial; count on the stated rates, not on these rows.

SMILES	MLL CXXC-DNA inh	MBNL1 CUG block	NPC1 prom act	VP16 counter	RORgamma inh	FLuc counter	BRCA1 expr up	Rab9 promoter act	ELG1 genotoxic	p53 reactivation	uPA surface inh
COc1ccc(OC)c(C2C3=C(N=c4s/c(=C\c5cccc(O)c5)c(=O)n42)c2ccccc2CC3)c1 (stereo not drawn)	21%	.	-10%	?	13µM*	2%	-90%[inhibitor]	2%	-9%	-15%	13%
CCOc1ccc(S(=O)(=O)N(CC(=O)NCc2ccncc2)c2ccc(C)cc2)cc1	2%	-6%	-2%	4%	23%	2%	-29%	5%	-26%	-1%	7%
N/C(=N\OC(=O)COc1ccc2ccccc2c1)c1cccnc1	-5%	.	1%	-22%	-3%[10 µM]	?	42%	-9%	4%	17%	-1%
CCn1nc(C(=O)Nc2ccccc2N2CCCC2)c2ccccc2c1=O	.	.	-3%	.	.	2%	-32%	-7%	-10%	-3%	8%
CC(=O)Nc1cc(S(=O)(=O)C(F)(F)F)ccc1Cl	2%	10%	4%	0%	4%	-7%[2.3 µM]	0%	2%	8%	3%	0%
C=C(C)Cn1c(N2CCC(Cc3ccccc3)CC2)nc2c1c(=O)[nH]c(=O)n2C	-1%	-6%	-1%	-21%	?	1%	-70%	-7%	-5%	-18%	-1%
CC1CN(C(=O)COC(=O)c2cccc(NS(=O)(=O)c3ccccc3)c2)CC(C)O1 (stereo not drawn)	.	.	-1%	.	.	1%	-4%	-9%	-3%	-1%	1%
C1=C(c2ccco2)N2CCN=C2S1	5%	16%	2%	-14%	-5%	-7%	1%	4%	1%	?	1%
CSc1nnc(-c2nnc(SC)n2-c2ccccc2)n1-c1ccccc1	-5%	-5%	0%	-8%	4%	11%	-10%	-3%	0%	3%	-2%
Cc1ccn2cc(C(=O)Nc3ccccc3N3CCOCC3)nc2c1	0%	2%	21%	-5%	6%	15µM*	-18%	17%	3%	25%	12%
COc1ccc(OCC(=O)O/N=C(\N)Cc2ccc(Cl)cc2Cl)cc1	-4%	-8%	0%	10%	?	?	-20%	2%	1%	-2%	6%
COc1ccc(Nc2cc(NCCCO)c([N+](=O)[O-])c3nonc23)cc1	21%	?	-2%	-21%	-2%	0%	-34%	1%	6%	-5%	-8%
COc1ccc(C(=O)Cn2c(=N)n(C)c3ccccc32)cc1	-3%	.	26%	9%	-12%	8.5µM*	3%	?	?	18%	-6%
CCCN(CC(=O)Nc1ccccc1OC)C(=O)CSc1nc(C)cc(C)n1	.	.	0%	.	.	4%	-3%	-1%	-1%	3%	-3%
CC(C)(C)C1CCC(=NNc2ncc(C(F)(F)F)cc2Cl)CC1 (stereo not drawn)	0%	6%	-3%	11µM*	28µM*	?	-81%	-2%	0%	-1%	.
COc1ccc2c(CC(=O)OCC(=O)Nc3cccc(S(N)(=O)=O)c3)coc2c1	-9%	-22%	-2%	-2%	26%	?	2%	-1%	-1%	-2%	3%
Nc1ncnc(Nc2cccc(C(F)(F)F)c2)n1	1%	16%	-2%	2%	43%	2%	9%	1%	18%	0%	.
O=C(c1ccccc1)C1CCN(C(=O)C2CCC(=O)N(Cc3cccc(F)c3)C2)CC1 (stereo not drawn)	-1%	1%	1%	1%	1%	1%	-26%	-3%	0%	8%	-16%
O=C1C(c2c(O)[nH]c3ccccc23)=Nc2ccccc21	8%	10%	20%	4%	13%	-29%	0%	?	.	.	-21%
CCOC(=O)N1CCN(c2ccc([N+](=O)[O-])cc2F)CC1C (stereo not drawn)	14%	.	-5%	-9%	15%[10 µM]	2%	-22%	-20%	-1%	-3%	8%
COC(=O)c1cc(S(=O)(=O)NCc2ccccc2Cl)c[nH]1	-5%	3%	-1%	?	6%	1%	5%	-4%	3%	3%	15%
COc1ccc(/C=N\Nc2ccc([N+](=O)[O-])cc2[N+](=O)[O-])c(C(=O)O)c1OC	?	?	1%	-17%	11%	2%	-2%	0%	0%	1%	2%
Cc1cc(NC(=O)C2CCN(S(=O)(=O)c3c(C)noc3C)CC2)ccc1Br	-5%	-1%	-1%	?	3%	3%&-2%	6%&-8%	-7%	-1%	-2%	-19%
Cc1snc(S(=O)(=O)Cc2ccccc2Cl)c1C#N	-5%	0%	-4%	12%	-7%	1%	-1%	-2%	1%	14%	-6%
COc1cccc(OC)c1C(=O)NC(=S)N1CCOCC1	-5%	1%	-3%	4%	-1%	0%	-8%	-3%	1%	2%	-1%
O=C(C1CCN(S(=O)(=O)c2cccc3nsnc23)CC1)N1CCc2ccccc21	1%	?	1%	-3%	30%	3%	-21%	1%	-5%	2%	1%
O=C(O)C1CC=CCC1C(=O)Nc1ccc(N2CCN(Cc3ccccc3)CC2)cc1 (stereo not drawn)	3%	1%	-3%	7%	5%	-5%	11%	0%	11%	-1%	6%
c1ccc2c(c1)NC(CN1CCOCC1)CO2 (stereo not drawn)	-2%	-3%	2%	1%	-5%	-2%	13%	-9%	2%	-3%	1%
CC(C(=O)Nc1ccc(F)c(F)c1F)N(C)Cc1cccs1 (stereo not drawn)	-1%	216%[activator]	-2%	-8%	-26%	-1%	23%	-3%	-5%	4%	6%
O=C(CNc1ccccc1)Nc1ccc(F)cc1	-15%	1%	?	?	16%	?	47%	?	?	?	-5%
Cc1c(C(=O)N2CCCC2)c(S(=O)(=O)N2CCN(c3ccccc3F)CC2)c(C)n1C	1%	0%	-8%	-6%	2%	0%	-4%	-1%	-1%	3%	4%
COc1cc(C(C(=O)NC2CCCC2)N(C(=O)c2snc(C(N)=O)c2N)C2CCCC2)cc(OC)c1OC (stereo not drawn)	14%	2%	-4%	3%	14%	0%	-25%	-3%	1%	-1%	-1%

In the list so far, these have fluorine.
SMILES	MLL CXXC-DNA inh	MBNL1 CUG block	NPC1 prom act	VP16 counter	RORgamma inh	FLuc counter	BRCA1 expr up	Rab9 promoter act	ELG1 genotoxic	p53 reactivation	uPA surface inh
CC(=O)Nc1cc(S(=O)(=O)C(F)(F)F)ccc1Cl	2%	10%	4%	0%	4%	-7%[2.3 µM]	0%	2%	8%	3%	0%
CC(C)(C)C1CCC(=NNc2ncc(C(F)(F)F)cc2Cl)CC1 (stereo not drawn)	0%	6%	-3%	11µM*	28µM*	?	-81%	-2%	0%	-1%	.
Nc1ncnc(Nc2cccc(C(F)(F)F)c2)n1	1%	16%	-2%	2%	43%	2%	9%	1%	18%	0%	.
O=C(c1ccccc1)C1CCN(C(=O)C2CCC(=O)N(Cc3cccc(F)c3)C2)CC1 (stereo not drawn)	-1%	1%	1%	1%	1%	1%	-26%	-3%	0%	8%	-16%
CCOC(=O)N1CCN(c2ccc([N+](=O)[O-])cc2F)CC1C (stereo not drawn)	14%	.	-5%	-9%	15%[10 µM]	2%	-22%	-20%	-1%	-3%	8%
CC(C(=O)Nc1ccc(F)c(F)c1F)N(C)Cc1cccs1 (stereo not drawn)	-1%	216%[activator]	-2%	-8%	-26%	-1%	23%	-3%	-5%	4%	6%
O=C(CNc1ccccc1)Nc1ccc(F)cc1	-15%	1%	?	?	16%	?	47%	?	?	?	-5%
Cc1c(C(=O)N2CCCC2)c(S(=O)(=O)N2CCN(c3ccccc3F)CC2)c(C)n1C	1%	0%	-8%	-6%	2%	0%	-4%	-1%	-1%	3%	4%

Single entries from the results shown.
VP16 counter result of Cc1snc(S(=O)(=O)Cc2ccccc2Cl)c1C#N stands at 12%
ELG1 genotoxic result of O=C(C1CCN(S(=O)(=O)c2cccc3nsnc23)CC1)N1CCc2ccccc21 stands at -5%

Compound activity from PubChem.
